# GLD-1 RNA inh = GLD-1/TGE RNA complex disruptors, primary screen, biochemical, fluorescence polarization. 320,000 compounds, 0.44% hits. inhibition, % at 5.96 µM. purified GLD-1 + fluorescein TGE RNA;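 active = percent inhibition above a per-plate cutoff, the plate mean of test compounds plus 3 SD, cut at about 30% in these data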;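 note: 0% = DMSO wells with GLD-1 and probe and 100% = wells lacking GLD-1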
# TPT1 inhibitor = Candida albicans TPT1 enzyme inhibitors, primary screen, biochemical, fluorescence polarization. tRNA 2'-phosphotransferase TPT1 (Candida albicans SC5314). recombinant caTPT1, FP RNA substrate dephosphorylation. inhibition, % at 5 µM. 300,000 compounds, 0.81% hits. AID 1962, 2009;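 active = inhibition above the mean of all tested compounds plus 3 SD, set per screening campaign, cut at about 24% in these data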;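 note: plate controls were DMSO alone for no effect and ferristatin control at 100 nM for full effect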
# MEX-5 binding = MEX-5 zinc finger RNA-binding disruptors – biochemical, C. elegans, fluorescence polarization, MLPCN library, primary screen; Zinc finger protein mex-5 (Caenorhabditis elegans), Q9XUB2; MEX-5/FITC-TCR2 RNA binding; stronger effect = lower value; activity score (negative = inhibition of binding), % at 10 µM; 300,000 compounds, 0.38% hits; AID 1832, 2009;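 active = inhibition past about -25% in most replicates, and total fluorescence under double the plate's negative control median, limit read from the data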;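 note: 0% = DMSO and -100% = 5 µM competing unlabeled TCR2 RNA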
# Target sequence (Q9XUB2 whole entry, looked up): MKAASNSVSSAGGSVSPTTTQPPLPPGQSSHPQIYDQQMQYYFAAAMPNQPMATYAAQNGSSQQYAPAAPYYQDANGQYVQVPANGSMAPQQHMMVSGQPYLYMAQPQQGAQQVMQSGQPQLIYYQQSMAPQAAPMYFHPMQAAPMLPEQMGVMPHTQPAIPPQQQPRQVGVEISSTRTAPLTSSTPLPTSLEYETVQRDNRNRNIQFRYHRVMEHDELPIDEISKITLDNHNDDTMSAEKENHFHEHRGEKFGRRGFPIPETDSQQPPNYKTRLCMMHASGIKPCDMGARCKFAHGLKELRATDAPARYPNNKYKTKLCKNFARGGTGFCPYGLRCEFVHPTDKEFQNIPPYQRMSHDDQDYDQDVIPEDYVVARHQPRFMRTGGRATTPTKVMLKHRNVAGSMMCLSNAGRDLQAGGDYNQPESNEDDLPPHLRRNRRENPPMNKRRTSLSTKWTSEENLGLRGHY
# PAD4 FP inh = human PAD4 inhibitors, primary screen, biochemical, fluorescence polarization, 1536-well format; Protein-arginine deiminase type-4 (Homo sapiens), Q9UM07; recombinant PAD4, RCA probe fluorescence polarization; inhibition, % at 6.36 µM; 330,000 compounds, 0.41% hits;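 active = percent inhibition above a cutoff equal to the mean of all tested compounds plus 3 SD, cut at about 15% in these data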;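 note: 0% = PAD4 with RCA probe and DMSO and 100% = probe without PAD4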
# MCL1-BIM inh = inhibitors of MCL1 binding to BIM-BH3, primary screen, biochemical, fluorescence polarization; Induced myeloid leukemia cell differentiation protein Mcl-1 (Homo sapiens), Q07820; GST-MCL1 / FITC-Bim-BH3 fluorescence polarization; inhibition, % at 10.9 µM; 320,000 compounds, 0.68% hits; AID 2057, 2009;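 active = inhibition above the mean inhibition of all tested compounds plus 3 SD, set per campaign, cut at about 40% in these data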;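 note: 0% = DMSO wells and 100% = unlabeled Bim-BH3 peptide control; higher means more loss of mP so more displacement of Bim peptide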
# Target sequence (Q07820 whole entry, looked up): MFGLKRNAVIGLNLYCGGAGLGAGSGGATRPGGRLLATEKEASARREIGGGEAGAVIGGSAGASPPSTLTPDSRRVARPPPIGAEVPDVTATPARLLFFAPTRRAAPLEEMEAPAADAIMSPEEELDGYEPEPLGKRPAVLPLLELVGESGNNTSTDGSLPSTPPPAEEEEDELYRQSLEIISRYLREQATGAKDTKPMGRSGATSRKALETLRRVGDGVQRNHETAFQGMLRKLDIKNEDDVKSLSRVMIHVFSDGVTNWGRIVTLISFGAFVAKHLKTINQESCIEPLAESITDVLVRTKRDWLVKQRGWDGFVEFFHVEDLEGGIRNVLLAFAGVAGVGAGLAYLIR
# BCLXL inh = inhibitors of human Bcl-xL, primary screen, biochemical, fluorescence polarization, HTS. AID 2129, 2009. inhibition, % at 10.9 µM. 320,000 compounds, 0.7% hits. GST-Bcl-xL / FITC-Bim BH3 peptide fluorescence polarization. Bcl-2-like protein 1 (Homo sapiens), Q07817;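 active = inhibition above the mean of all tested compounds plus 3 SD, cutoff set per campaign, cut at about 30% in these data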;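 note: 0% = DMSO wells and 100% = unlabeled Bim-BH3 peptide competitor; inhibitors lower millipolarization by displacing the labeled peptide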
# Target sequence (Q07817 whole entry, looked up): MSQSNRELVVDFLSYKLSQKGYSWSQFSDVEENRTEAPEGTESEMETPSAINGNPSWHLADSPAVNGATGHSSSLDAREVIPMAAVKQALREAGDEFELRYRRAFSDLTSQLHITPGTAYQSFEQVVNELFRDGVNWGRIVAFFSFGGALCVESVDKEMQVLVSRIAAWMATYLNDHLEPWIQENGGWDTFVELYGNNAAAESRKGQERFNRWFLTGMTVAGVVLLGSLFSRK
# GSTO1 counter = inhibitors of recombinant GSTO1, primary screen, counter-screen for RBBP9 inhibitor project, biochemical, fluorescence polarization | 300,000 compounds, 1.1% hits | activity-based probe fluorescence polarization | inhibition, % at 5.96 µM;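 active = inhibition above the campaign mean inhibition plus 3 SD, cut at about 35% in these data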;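 note: 0% = GSTO1-1 with DMSO and 100% = wells lacking GSTO1-1 enzyme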
# Fam108B counter = mouse Fam108B serine hydrolase inhibitors, primary screen, counter-screen for RBBP9 inhibitor project, biochemical, fluorescence polarization | recombinant Fam108B, FP-Rh probe fluorescence polarization | inhibition, % at 9.51 µM | 300,000 compounds, 0.33% hits;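 active = inhibition above the screen mean inhibition plus 3 SD, computed separately per campaign, cut at about 18% in these data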;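 note: inhibitors lower polarization as less probe binds the enzyme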
# PME-1 primary = PME-1 inhibitors via competitive probe labeling, primary screen, biochemical, fluorescence polarization, FP-Rh probe, HTS; recombinant PME-1; inhibition, % at 5.9 µM; 320,000 compounds, 0.53% hits; AID 2130, 2009;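 active = inhibition above the campaign mean of all compounds plus 3 SD, cut at about 26% in these data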;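 note: competitive labeling of PME-1 active site by serine hydrolase directed probe; 0% = PME-1 with DMSO and 100% = wells lacking PME-1 enzyme; inhibitors block probe labeling so polarization falls and inhibition rises; many of its hits are not listed in these tables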
# * = called active by the depositor; · = not tested or not shown. Not all compounds are listed; count on the stated rates, not on these rows.
# Every second line gives: GLD-1 RNA inh	TPT1 inhibitor	MEX-5 binding	PAD4 FP inh	MCL1-BIM inh	BCLXL inh	GSTO1 counter	Fam108B counter	PME-1 primary
> Cc1ccc(-c2csc(NC(=S)NC(=O)c3ccco3)n2)cc1
→ 5	4	·	0	10	5	1	-13	3
> CN(C)S(=O)(=O)c1ccc(Cl)c(C(=O)OCC(=O)NC(=O)c2cccn2C)c1
→ -28	125*	0.9	5	1	1	0	4	-3
> Cc1ccc(OCCn2nnc3ccccc32)cc1C
→ 5	1	0.9	-3	1	9	3	1	-2
> CC(C)Cc1ccc(C(C)C(=N)N)cc1 (configuration not stated)
→ 5	-5	0.9	1	-6	3	9	-2	3
> O=C(Nc1ccc(Cl)cc1C(F)(F)F)c1ccccc1
→ -6	3	0.5	-5	-5	-1	5	-1	-2
> CC(=O)c1c(C(C)=O)c(C)n(-c2nc(-c3cccs3)c(C)s2)c1C
→ -3	0	-2.2	-7	-1	5	6	1	11
> COc1cc2c(C(=O)N3CCN(C)CC3)c(C)n(-c3ccccc3)c2cc1Br
→ -2	-2	1.4	4	2	1	3	3	5
> CCc1nn(-c2ccccc2)c(N)c1-c1ccc(OC)c(OC)c1
→ 3	2	1.1	1	5	1	-2	0	-4
> O=C(CSc1nnc(CNC(=O)c2c(F)cccc2Cl)o1)Nc1ccc2c(c1)OCO2
→ 2	-2	-1.2	0	2	8	8	-3	0
> O=C1C=C(c2ccccc2)OC(c2ccccc2)O1 (configuration not stated)
→ 4	-2	-2.7	2	-1	6	2	1	1
> CC(C)c1nc(NCC2CCCO2)c(C#N)c2c1COC(C)(C)C2 (configuration not stated)
→ -3	-2	-2.1	4	-4	-2	5	0	2
> O=C(CSc1ccccn1)Nc1cccc(S(=O)(=O)N2CCCC2)c1
→ 1	·	·	-4	-2	-2	·	·	4
> Cc1ccccc1OCCNC(=O)/C=C/c1ccccc1
→ 7	0	-0.1	5	-2	2	-1	0	0
> Cc1ccc(Nc2c(F)c(F)c(F)c(F)c2C(=O)O)c(C)c1
→ 4	-2	-0.7	-2	0	6	3	0	-2
> Cc1ccc(NC(=O)C2CC(c3ccc(F)cc3)=NO2)cc1 (configuration not stated)
→ 6	-3	1.0	-3	-5	5	2	-3	-1
> COc1ccccc1C(=O)NCC(=O)NNC(=O)C1COc2ccccc2O1 (configuration not stated)
→ 4	2	0.7	-7	-1	-1	-2	-1	2
> COc1ccc(S(=O)(=O)N2CCOCC2)cc1NC(=O)COC(=O)C1COc2ccccc2O1 (configuration not stated)
→ 0	3	-0.2	-5	-10	-1	0	-3	5
> Cc1nc(C)c(C(=O)C2=C(O)C(=O)N(CCN3CCOCC3)C2c2cccs2)s1 (configuration not stated)
→ 6	-2	0.0	1	10	11	0	-1	-2
> Cc1ccccc1NC(=O)C1CCCN(c2nnc(N3CCCC3=O)s2)C1 (configuration not stated)
→ -12	-2	-1.7	4	-2	-1	0	10	1
> Cc1c(C)c2ccc(OCC(=O)N3CCC(C(=O)O)CC3)c(C)c2oc1=O
→ -2	-3	1.5	4	-2	5	-2	0	-8
> Cc1ccc(Oc2ccc(NC(=O)Cn3ccsc3=N)cc2)cc1
→ -4	-4	4.5	-3	4	2	5	2	0
> COc1ccc(C(=O)NNC(=O)c2cc3cc([N+](=O)[O-])ccc3oc2=O)cc1OC
→ 2	1	-3.5	1	4	-3	-2	1	-5
> O=C(Nc1ccc2nc(-c3ccccn3)[nH]c2c1)C1CCCCC1
→ -3	1	2.9	-2	-3	-3	0	0	-3
> C=CCN1C(=NC(=O)CC)SC2CS(=O)(=O)CC21 (configuration not stated)
→ 2	-1	2.0	-5	-1	-3	3	-1	-6
> Fc1cnc(Cl)nc1N1CCN(c2ccccc2)CC1
→ 6	1	1.0	-5	13	6	2	3	-1
> Nc1nonc1-c1nc2ccccc2n1Cc1ccc(F)cc1
→ 1	0	-3.2	0	-1	6	-10	-5	-8
> Cc1ccc(C(=O)OCC(=O)NCc2ccc(Cl)cc2Cl)o1
→ -3	·	·	5	3	4	·	·	4
> Cc1cccc(NC(=S)N(Cc2ccco2)C(C)c2cccs2)c1 (configuration not stated)
→ 8	1	5.1	-3	5	7	-5	-2	1
> NC(=O)CC(NC(=O)Cc1ccc(Br)cc1)c1ccc(NCCN2CCCC2)c([N+](=O)[O-])c1 (configuration not stated)
→ 5	1	1.6	6	1	4	5	-4	0
> Cc1ccccc1CN1CCN(CC(=O)NCc2ccccn2)C1=O
→ 4	-3	-1.9	5	7	2	0	1	0
> O=[N+]([O-])c1ccc(-c2cn3c(n2)CCC3)cc1
→ 3	3	-2.1	6	12	2	12	3	-1
> CCN1C(=O)N(CN2CCOCC2)C2C1N(CN1CCOCC1)C(=O)N2CC (configuration not stated)
→ 10	-6	-1.1	-1	8	6	-4	4	-2
> CCOC(=O)C1(Cc2ccc(OC)cc2)CCN(C(=O)c2ccc3[nH]ccc3c2)CC1
→ -4	-5	-0.4	-2	11	6	-2	7	-1
> COc1cc(Br)cc(CN2CCN(C/C=C/c3ccccc3)CC2)c1O
→ 6	-2	1.5	-4	6	4	7	-1	-5
> C=CCN1C(=O)C(CC(=O)NCC)SC1=Nc1cc(Cl)ccc1Cl (configuration not stated)
→ -1	-2	-1.5	1	8	2	4	1	0
> Cc1nc(NS(=O)(=O)c2ccccc2)sc1NC(=O)Nc1ccc(Cl)cc1
→ -7	1	-0.7	-9	16	10	9	17	14
> Cn1c(Oc2ccc(F)cc2F)c(C=O)c2ccccc21
→ 2	-3	2.1	0	7	1	3	2	1
> CC(C)(C)NC(=O)CCN1CCOCC1
→ 3	-3	-1.9	4	3	-3	0	-1	-6
> Cc1ccc(S(=O)(=O)N2CCN(C(=O)Cc3ccccc3)CC2)cc1C
→ -1	·	·	22*	-18	-10	·	·	5
> O=C(Nc1ccc(N2CCCCC2)cc1)c1cc([N+](=O)[O-])cc([N+](=O)[O-])c1
→ 2	0	-0.5	-4	5	5	-2	-3	-2
> COC1(OC)C(=N/O)/C(=N\O)CCC1O (configuration not stated)
→ 2	1	0.4	2	1	4	2	1	-1
> COc1ccc([C@H](NC(=O)OC(C)(C)C)C(=O)OC(C)(C)C)cc1
→ 1	·	·	2	1	4	·	·	5
> CCCN1CNC(=S)N(CC2CCCO2)C1 (configuration not stated)
→ 2	-2	-0.8	-6	6	7	-3	0	-6
> N#CCCN(Cc1cccnc1)C(=O)Nc1cccc(Cl)c1
→ -7	0	0.1	-5	-6	4	-3	5	4
> CC1CCC(NC(=O)CCS(=O)(=O)c2ccc3c(c2)oc(=O)n3C)CC1 (configuration not stated)
→ -2	0	0.7	1	4	2	1	9	3
> C/C(=N\NC(=S)Nc1ccc(F)cc1)C1CC1
→ 6	-3	-0.8	1	3	4	-10	-5	4
> O=C(O)CCSc1ncnc2sc(-c3ccccc3)cc12
→ 3	-3	0.9	-1	6	10	4	-2	4
> COc1cccc(CN2CCN(c3ccc(F)cc3)C2=O)c1
→ 9	0	1.4	-6	-4	-2	2	2	6
> Cc1cc(C(=O)CCC(=O)N(C)CC(=O)Nc2ccccc2Br)c(C)s1
→ 5	-3	0.2	-1	3	1	6	-1	-1
> COCCNC(=O)C(c1cccs1)N(C(=O)Cn1nnc2ccccc21)c1ccc2c(c1)OCO2 (configuration not stated)
→ 5	2	0.9	1	-3	1	4	-2	-5
> CCCCOc1ccc(C(=O)NCC(=O)N2CC(C)CC(C)C2)cc1 (configuration not stated)
→ 4	·	·	8	-6	-2	·	·	-4
> CCOC(Cn1ccc(=O)[nH]c1=O)OCC
→ 2	0	1.3	-3	-2	-1	-1	-1	-2
> COc1ccc(C(=O)Nc2cccc(-c3cnc4ccccc4n3)c2)cc1
→ 1	3	0.3	3	-3	-2	-9	-7	-6
> Cc1ccc(C(=O)OCC(=O)Nc2nc(-c3ccccc3)cs2)cc1NC(=O)c1ccco1
→ 2	-1	-1.9	-5	-1	3	4	-36	-28
> COc1ccc(OC)c(NC(=O)C2CCN(Cc3cnn(-c4ccccc4)c3-n3cccc3)CC2)c1
→ 5	2	-2.3	-2	0	1	0	1	1
> Nn1c(SCc2ccc([N+](=O)[O-])cc2)nc2ccccc2c1=O
→ -4	2	3.0	-4	1	-1	1	-7	1
> COc1ccc(N(CC(=O)Nc2cccc(C(F)(F)F)c2)S(C)(=O)=O)cc1
→ 7	0	-1.6	-2	4	5	7	-4	-7
> O=C(NC(=S)NNC(=O)c1ccccc1O)c1ccco1
→ 3	-1	-1.0	0	6	7	-7	15	4
> CCCN1CN=C(Nc2nc3ccccc3o2)NC1
→ 1	1	0.7	-2	2	-2	-1	3	-1
> CC(C)NC(=O)c1cc(=O)n(C)c(=O)n1C
→ 6	1	-0.2	-2	1	-5	8	0	-12

# Going on with the list:
# Every second line gives: GLD-1 RNA inh	TPT1 inhibitor	MEX-5 binding	PAD4 FP inh	MCL1-BIM inh	BCLXL inh	GSTO1 counter	Fam108B counter	PME-1 primary
> O=C(/C=C/c1cccs1)c1ccc(NC(=O)c2ccccc2F)cc1
→ -1	-4	0.9	2	-4	1	-13	-20	-9
> CCOC(=O)C1CCCNC1=O (configuration not stated)
→ 1	-1	0.2	0	-2	4	2	-1	8
> COc1cccc2c(=O)n(CC(=O)N3CCCCCC3)ccc12
→ -8	2	-0.3	-1	-1	0	4	-2	-1
> COc1ccc(CN(C)C(=O)Cc2c[nH]c3ccccc23)cc1
→ -3	0	3.1	0	-3	0	-1	-3	7
> O=C(Nc1ccc([N+](=O)[O-])cc1)c1ccc(Cn2cc([N+](=O)[O-])cn2)cc1
→ 2	3	-2.1	7	3	2	-1	-5	2
> Cc1ccc(NC(=O)Cc2c(Cl)cccc2Cl)cc1S(=O)(=O)N(C)C
→ 2	2	4.2	-6	-11	-5	1	-6	-6
> O=C1CN(C(=O)CSc2nc(-c3ccc(Cl)cc3)cs2)c2ccccc2N1
→ 3	4	-0.3	-4	-2	2	7	-2	0
> CCOC(=O)C1(CCc2ccccc2)CCN(C(=O)CCc2cnccn2)CC1
→ 11	-1	-3.6	-2	3	5	5	-3	4
> CCNC(=O)c1cc(Br)ccc1Cl
→ -7	1	-0.9	-2	0	-1	7	-2	3
> O=C(NCc1ccccc1)C1=C[C@H](c2ccc(C(F)(F)F)cc2)C[C@H](OCc2ccc(CO)cc2)O1
→ -1	3	1.5	-6	-10	1	1	-3	9
> O=C(COc1ccc(S(=O)(=O)N2CCCCC2)cc1)NC1CCCCC1
→ 0	7	0.9	3	5	3	9	3	-6
> CN(CC(=O)Nc1cccc(F)c1)C(=O)c1csc2c1CCCC2
→ -6	-2	-2.7	0	-2	1	-9	-1	-1
> C=COC(=O)CSc1snc(SCC(=O)OC)c1C#N
→ 1	3	-2.2	-6	7	6	-25	1	-5

# Screening data from PubChem BioAssay.
